Screens from PubChem BioAssay.
JMJD2A Tudor – blocks the human JMJD2A Tudor domain. O75164. AlphaScreen JMJD2A-Tudor / H3K4me3 peptide binding. Potency, µM (series often up to 114 µM), inactives show top-dose activity change, negative = inhibition, usual class: inhibitors. actives 4.4% (n = 390,000). AID 504339; also: % is scaled to controls: 0 for no effect and ±100 for the full control effect; nearly all actives have a fitted effect of over 50% in size
ERG-DNA inh – ERG Ets/DNA interaction inhibition. P11308. fluorescence polarization, His-ERG Ets domain / labelled DNA. Potency, µM (highest dose often 76.9 µM), for the others: top-dose FP activity, negative = inhibition, actives largely listed as inhibitors. actives 0.028% (n = 370,000). AID 624246; active = well fitted inhibition curve with a large enough effect in the polarisation, with a control signal flat; inconclusive = small, poorly fitted or top-dose-only effect, or effect the other way, or a change in a side signal; inactive = no such curve, though single readings can be large or run the other way; the % refers to the polarisation;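 also: polarization taken with two DNA probes labelled with fluorescein and Texas red; % of control where 0% means no effect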
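His-tagged ERG Ets domain (1 uM in the protein solution; 300mM KCl, 50mM Tris-HCl, 1mM EDTA, 1mM DTT, pH 7.5) received compound, then a probe mix of 5 nM fluorescein-DNA and 100nM Texas-615-DNA. Fluorescence polarization was read for both dyes.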
rTrxR1 inhibitor – inhibitors of rat thioredoxin reductase 1. O89049. recombinant rTrxR1, NADPH fluorescence consumption, selenite substrate. Potency, µM (highest dose often 114 µM), for the others: at the top dose activity change, negative = inhibition, usual class: inhibitors. actives 1% (n = 390,000); also: % is scaled to controls: 0 for no effect and ±100 for the full control effect; nearly all actives have a fitted effect of over 65% in size
Target sequence (O89049 whole entry, looked up): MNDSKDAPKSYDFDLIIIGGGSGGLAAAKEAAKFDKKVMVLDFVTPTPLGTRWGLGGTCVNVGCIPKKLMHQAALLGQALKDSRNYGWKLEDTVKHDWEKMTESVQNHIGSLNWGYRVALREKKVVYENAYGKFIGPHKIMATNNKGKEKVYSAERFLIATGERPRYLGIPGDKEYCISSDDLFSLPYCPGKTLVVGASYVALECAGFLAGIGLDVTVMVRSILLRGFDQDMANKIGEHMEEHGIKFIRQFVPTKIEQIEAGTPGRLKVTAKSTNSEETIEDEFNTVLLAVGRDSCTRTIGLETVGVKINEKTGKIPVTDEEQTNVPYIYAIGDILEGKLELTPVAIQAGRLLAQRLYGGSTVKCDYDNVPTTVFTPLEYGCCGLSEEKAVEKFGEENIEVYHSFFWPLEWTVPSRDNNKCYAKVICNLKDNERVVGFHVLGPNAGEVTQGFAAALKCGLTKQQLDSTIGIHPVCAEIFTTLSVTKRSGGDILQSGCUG
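Rat TrxR1 (90 nM in the dispensed reagent) was pre-reduced with 400 uM NADPH for 5 min at room temperature, then incubated with compound for 15 min. After 400 uM selenite was added, NADPH fluorescence (Ex 340/Em 450 nm) was followed for 8 min.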
RGS4 inhibitor – human RGS4 inhibition; P49798; Transcreener GDP fluorescence polarization, RGS4-accelerated GTP hydrolysis; Potency, µM (highest dose often 114 µM), without a hit: at the top dose activity change, negative = inhibition, usual class: inhibitors; actives 0.039% (n = 390,000); also: % is scaled to controls: 0 for no effect and ±100 for the full control effect; nearly all actives have a fitted effect of over 75% in size; some results filed as inactive show a strong effect at the top dose
Target sequence (P49798 whole entry, looked up): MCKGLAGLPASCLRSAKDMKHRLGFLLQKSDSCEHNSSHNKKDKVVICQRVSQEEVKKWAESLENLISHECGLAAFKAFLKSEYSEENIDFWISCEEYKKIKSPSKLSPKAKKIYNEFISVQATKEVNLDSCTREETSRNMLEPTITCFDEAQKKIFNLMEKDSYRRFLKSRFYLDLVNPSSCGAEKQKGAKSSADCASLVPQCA
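MLSMR compounds (23 nl, pin-transferred) preincubated 10 min at room temperature with a 500nM (2x) first reagent, then RGS4 at 900nM (2x) plus Transcreener GDP mix added; fluorescence polarization (620/688 nm) read before and after 90 min at 30 °C.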
ALOX12 inh – inhibitors of human 12S-lipoxygenase ALOX12; purified 12hLO, xylenol orange hydroperoxide absorbance; Potency, µM (titrated, usually from 108 µM), inactives show top-dose activity change, negative = inhibition, usual class: inhibitors; AID 1671190; actives 1.1% (n = 580,000); also: % is scaled to controls: 0 for no effect and ±100 for the full control effect
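Purified human 12hLO at 150 nM in 25 mM Hepes, 0.01% Triton X-100, pH 7.0, preincubated 15 min at room temperature with compound. Reaction started with 40 uM arachidonic acid, 30 min at room temperature. Hydroperoxide measured by Fe-xylenol orange, 573/405 nm absorbance ratio.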
GLS inhibitor – blocks human kidney-isoform glutaminase activity; O94925; GLS enzymatic activity, qHTS titration; Potency, µM (titrated, usually from 45.5 µM), without a hit: top-dose activity change, negative = inhibition, most hits filed as inhibitors; actives 0.21% (n = 410,000); AID 624170; also: % is scaled to controls: 0 for no effect and ±100 for the full control effect
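Compounds were pin-transferred onto hKGA, after which L-glutamine (1 mM solution) and a detection mix of glutamate oxidase, HRP and Amplex Red were added. Initial and 30 min RT fluorescence reads were collected.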
Pin1 inh – human Pin1 inhibition. Q13526. Potency, µM (series often up to 115 µM), inactives show at the highest dose activity, negative = inhibition, usual class: inhibitors. Pin1 FP peptide displacement, HiFluor488, 10 min. actives 0.009% (n = 390,000); active = well fitted inhibition curve with a large enough effect in the polarisation, with a control signal flat, not every such curve was filed as active; inconclusive = small, poorly fitted or top-dose-only effect, or effect the other way, or a change in a side signal; inactive = no such curve, though single readings can be large or run the other way; the % refers to the polarisation; also: % is scaled to controls: 0 for no effect and ±100 for the full control effect
Target sequence (Q13526 whole entry, looked up): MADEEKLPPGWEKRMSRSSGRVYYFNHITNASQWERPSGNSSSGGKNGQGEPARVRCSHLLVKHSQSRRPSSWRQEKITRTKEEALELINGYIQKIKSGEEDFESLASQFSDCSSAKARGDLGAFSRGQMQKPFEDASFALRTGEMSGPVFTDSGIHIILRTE
Tb PGK inh – T. brucei PGK inhibition; PGK/GAPDH coupled, Kinase-Glo luminescence, 60 min; Potency, µM (top dose mostly 57.5 µM), for inactives: at the highest dose activity change, negative = inhibition, actives largely listed as inhibitors; actives 0.043% (n = 380,000); also: % is scaled to controls: 0 for no effect and ±100 for the full control effect; nearly all actives have a fitted effect of over 60% in size
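Luminescent ATP detection (Kinase-Glo Plus) follows a 60-minute room-temperature incubation, with wells lacking PGK as controls. Buffer: 100 mM TEA (pH 7.6), 5 mM MgCl2, 0.01% Tween-20. Coupling enzyme GAPDH (100 nM final) supplies unstable 1,3-BPG in-well.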
HP1b binding inh – HP1-beta chromodomain-methylated histone interaction inhibition. P83916. AlphaScreen HP1-beta / biotin-H3K9me3 peptide binding. Potency, µM (highest dose often 114 µM), without a hit: at the highest dose activity change, negative = inhibition, hits mostly inhibitors. actives 0.56% (n = 390,000); also: nearly all actives have a fitted effect of over 70% in size; inactives centre near 23
Target sequence (P83916 whole entry, looked up): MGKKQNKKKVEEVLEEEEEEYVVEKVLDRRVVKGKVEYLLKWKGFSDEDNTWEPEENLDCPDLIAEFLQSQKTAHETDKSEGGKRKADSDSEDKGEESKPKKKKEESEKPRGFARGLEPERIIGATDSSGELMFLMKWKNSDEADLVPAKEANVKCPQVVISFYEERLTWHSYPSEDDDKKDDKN
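Compound inhibition of the preformed complex between 50 nM HP1-beta and 50 nM biotinylated H3K9me3 peptide was read by AlphaScreen. Buffer was PBS pH 7.4 with 0.01% Tween-20. Incubations ran 30 min at room temperature, with 10 ug/mL donor/acceptor beads.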
An asterisk follows results filed as active; i = inactive; ? = inconclusive; nt = no result given; & = joins results of further samples; ! = not active in a repeat; [ ] = another dose, or the depositor's remark. Unless noted, calls follow the shape of the dose curve; as a rule, active = well fitted curve in the direction sought with a large enough effect; inconclusive = small, poorly fitted or top-dose-only effect, or another doubt; inactive = no such curve, though single readings can be large; an effect the other way counts as inactive or inconclusive. Potency is read from the fitted curve at half-maximal effect. Some of the compounds tested; the hit share may differ from the screen's.

SMILES	JMJD2A Tudor	ERG-DNA inh	rTrxR1 inhibitor	RGS4 inhibitor	ALOX12 inh	GLS inhibitor	Pin1 inh	Tb PGK inh	HP1b binding inh
CN1CCN(CCCN2c3ccccc3Sc3ccc(C(F)(F)F)cc32)CC1	?	-8.1%&4.6%	?	18.9µM*!	?	0.0%&18.3%&11.2%&7.8%	-1.5%&0.4%&-0.9%	-2.4%&-9.9%&-2.6%	?
CCOc1ccc(CNC(=O)C2CCN(S(=O)(=O)N3CCCC3)CC2)cc1OC	-10.1%	nt	7.7%	23.4%	19.0%	5.9%	?	-3.7%[11.5 µM]	20.9%
CCN(c1ccccc1)S(=O)(=O)c1ccc(OC)c(NC(=O)Cc2ccc(OC)c(OC)c2)c1	-9.4%	4.8%	16.9%	15.7%	7.7%	2.3%	18.8%	0.7%	40.5%[activator]
Cc1ccc2oc(=O)c3cc(C(=O)NCCN4CCc5ccccc5C4)sc3c2c1	-23.6%	-9.2%	-2.2%	0.2%	13.2%[57.4 µM]	-1.9%	14.3%	6.4%	39.0%[activator]
COC(=O)c1ccccc1OCc1cccc(C)n1	1.5%	5.9%	1.1%[57.1 µM]	-9.2%	0.0%[57.4 µM]	0.3%	1.7%	-7.8%	68.1%[activator]
O=C(NCCc1ccccc1)C1(S(=O)(=O)c2ccc(Cl)cc2)CC1	4.8%	3.6%	4.7%	0.4%	17.6%	-2.8%	-1.8%	0.2%	52.9%[activator]
Cc1cc(C)nc(NS(=O)(=O)c2ccc(NC(=O)CSc3nc4ccccc4[nH]3)cc2)n1	-19.1%[57.1 µM]	-0.3%	-7.8%	-15.1%	20.9%	1.6%	1.8%	-2.8%	55.7%[activator]
O=C1Oc2ccccc2C(=O)/C1=C\N1CCN(c2ccccc2)CC1	-23.2%	12.5%	14.7%[57.1 µM]	4.4%	-13.9%	?	6.5%	i	13.2%
CC(=O)Nc1ccc(-c2ccc(NC(C)=O)c(O)c2)cc1O	-34.4%	5.1%	-4.2%	-9.3%	14.5%	24.8%	53.5%[activator]	-8.1%	-12.0%
CC(=O)Nc1ccc(NC(=S)NC(=O)/C=C/c2ccc(Cl)cc2)cc1	-18.1%	6.2%[15.4 µM]	14.0%[11.4 µM]	-50.4%	-0.4%	-0.8%	-1.7%	5.2%	-16.1%
Nc1nc2c(nc(SCc3ccccc3Br)n2[C@@H]2O[C@H](CO)[C@@H](O)[C@H]2O)c(=O)[nH]1	-12.1%	5.1%	8.9%	-10.9%[56.9 µM]	-16.0%	30.1%[activator]	2.8%	1.9%	49.8%[activator]
CCCCCc1nnc(NC(=O)C(=O)OCC)s1	-21.4%	-2.6%	-0.3%[57.1 µM]	1.1%	?	-0.5%	1.6%	8.6%	10.1%
O=C(NCc1ccc(C(F)(F)F)cc1)C1CC(c2c(Cl)cccc2Cl)=NO1 (stereo unspecified)	-5.7%	-6.7%	-1.7%	-9.7%	15.0%	-1.0%	0.7%	-9.3%	60.1%[activator]
Cc1ccc(N2CC(C(=O)N3CCC(C(=O)NC(C)(C)C)CC3)CC2=O)cc1 (stereo unspecified)	?	-4.1%	2.3%[57.1 µM]	11.4%	1.5%	2.6%	-1.3%	-5.2%	83.5%[activator]
COc1ccc(-c2cc(C(=O)OCC(=O)NC3CC3)c3ccccc3n2)cc1	55.4%[activator]	-3.0%	17.7%	-16.4%	-3.7%	1.7%	15.2%	-9.6%	102.2%[activator]
Cc1cc2c(cc(C(=O)OCC(=O)NC3CCCCC3)n2C)o1	22.4µM*	14.3%	7.7%	?	11.3%	2.4%	15.6%	-0.2%	-28.9%[57 µM]
COc1ccc(C)cc1NS(=O)(=O)c1cc2c3c(c1)CC(=O)N3CCC2	-7.5%	-2.4%	19.1%[57.1 µM]	-12.1%	-4.8%	9.4%	-3.4%	-6.5%	21.2%
COc1ccc(CCNC(=O)CSc2nn(-c3ccccc3)c(=S)s2)cc1OC	-29.1%	-8.6%	5.8%	22.8%	27.3%	6.1%	-1.0%	-8.9%	-4.3%
COc1cc(-c2nnc3n2CCCCC3)cc(OC)c1OC	-0.7%	-3.4%	15.1%	23.0%	13.4%	0.4%	-5.2%	-2.3%	29.4%
CCCC(C(=O)O)n1c(O)c(C=C2N=c3ccccc3=N2)sc1=S (stereo unspecified)	20µM*	5.1%	-16.7%	-36.8%	?	7.2%	-7.0%	-0.7%	-2.1%
Cc1cc(NC(=O)CCl)n(-c2nc3ccccc3s2)n1	-6.5%	-1.0%	19.3%	-3.1%[11.4 µM]	0.6%	0.2%	-0.5%	-3.8%	59.3%[activator]
CCc1ccc(N2C(=O)C3NN=C(C(=O)OCc4ccccc4)C3C2=O)cc1 (stereo unspecified)	-14.3%	13.2%	-12.7%[57.1 µM]	-4.1%	-26.5%	3.6%	-3.0%	8.7%	30.4%
Nc1ncc(S(=O)(=O)Nc2ccc(OC(F)(F)F)cc2)cn1	2.6%	4.0%	12.9%[57.1 µM]	-20.5%	-21.6%	0.8%	-2.1%	-2.6%	25.0%[57 µM]
O=C(O)C1CCN(C(=O)OCc2ccccc2)CC1	-21.6%	8.7%	23.4%[57.1 µM]	-18.9%	nt	-3.8%	-7.8%	-4.9%	48.3%[activator]
N/C(=N\OC(=O)c1cc(-c2ccccc2)nc2ccccc12)c1cccnc1	-17.1%	-4.0%	-3.1%	1.9%	?	8.3%	1.3%	10.2%	11.6%
CN(C(=O)CCN1C(=O)c2ccccc2C1=O)C1CCCCC1	-11.3%	-2.3%	-4.6%[57.1 µM]	-1.5%	8.4%	-3.7%	-2.3%	-2.5%	14.4%
Cc1nc2c(C(=O)N3CCN(c4ccccn4)CC3)cnn2c(C)c1Cc1cccc(Cl)c1	-28.8%	-6.4%	9.5%	0.5%	-8.5%	3.0%	15.6%	2.2%	-3.1%
COc1cccc(C(=O)NCCCN2CCN(CCCNC(=O)c3cccc(OC)c3)CC2)c1	-6.7%	-2.1%	6.8%[57.1 µM]	-8.4%	17.9%	-1.5%	2.9%	-3.0%	34.0%
COc1cccc(C(=O)NCC(=O)NNc2ncnc(N)c2[N+](=O)[O-])c1	-8.7%	-3.8%	-0.1%[57.1 µM]	-0.5%	2.4%	-1.2%	-2.1%	1.0%	30.8%
COc1cccc(CNC(=O)CN(C)S(=O)(=O)c2ccc3c(c2)CC(C)N3C(C)=O)c1 (stereo unspecified)	-2.5%	10.5%	9.6%	-4.0%	-0.1%	-2.0%	1.6%	3.2%	45.2%[activator]
CCOc1ccc(NC(=O)c2sc3nc(N4CCOCC4)c4c(c3c2N)CCCC4)cc1	-10.5%	-1.5%	57.9%	-9.6%	14.7%	8.4%	-0.7%	5.3%	28.5%
CCc1cccc(C)c1NC(=O)c1cc2ccccc2o1	-13.1%	0.4%	?	23.3%	-18.0%	2.1%	1.9%	6.2%	42.5%[activator]
O=c1cc(-c2ccccc2Cl)oc2c(NS(=O)(=O)c3ccccc3C(F)(F)F)ccc(O)c12	-35.7%	1.8%	42.7%[activator]	22.0%	?	29.6%	1.3%	-6.9%	13.4%
CS(=O)(=O)c1ccc(Cl)c(NC(=O)c2cc(=O)[nH]c3ccc(S(=O)(=O)N4CCOCC4)cc23)c1	-8.3%	4.1%	-10.6%	-15.9%	?	-1.7%	3.2%	0.6%	26.1%
CC(C)(C)C(=O)Nc1sc2c(c1C#N)CCN(Cc1ccccc1)C2	-0.7%	24.7%	0.8%[57.1 µM]	-10.5%	-8.2%	-3.9%	?	-10.2%	32.8%
COc1cc(/C=C(\C#N)C(=O)Nc2ccc3ccccc3c2)c([N+](=O)[O-])cc1OC	-23.2%	-3.4%	-20.6%	-17.1%	-9.8%	2.5%	-3.2%	-3.4%	30.8%
Cn1c(CN2CCCC(C(=O)c3ccc4c(c3)OCO4)C2)nc2ccccc21 (stereo unspecified)	-30.1%	-1.8%	17.2%	23.4%	1.3%	0.0%	1.9%	3.2%	29.6%
Cc1ccc2nc(SC(C(=O)c3ccccc3)c3ccccc3)nc(C)c2c1 (stereo unspecified)	1.4%	nt	8.0%	-2.6%	0.5%	4.7%	2.1%	-8.2%	21.7%
CCOc1cc(-c2c(C)c(C)nc(N)c2C#N)ccc1O	-14.5%	6.0%	1.8%	-4.4%	6.9%	23.9%	-1.3%	-10.0%	15.1%
COc1ccc(COc2ccccc2C(=O)Nc2ccccn2)cc1[N+](=O)[O-]	-13.6%	-2.4%	0.5%[57.1 µM]	-30.7%	-16.0%	4.3%	2.6%	3.2%	4.3%
Clc1ccc(-c2nnc(-c3ccccc3)o2)cn1	5.8%	2.6%	6.5%[57.1 µM]	-13.1%	51.0%[activator]	-5.9%	-4.8%	-1.6%	18.1%
Cc1ccc(NC(=O)Nc2nnc(Cc3ccc(F)cc3)s2)cc1	-7.7%	4.0%	24.3%	14.6%	206.4%[activator]	-11.0%	-0.8%	-6.3%	8.1%
NC(N)=Nc1nc(C2COc3ccccc3O2)cs1 (stereo unspecified)	-31.5%	-8.0%	15.0%[57.1 µM]	16.8%	-20.4%	0.0%	-2.0%	-0.2%	-3.9%
